Assay outcomes (PubChem BioAssay)
WT yeast gro inh = growth inhibition of WT strain, primary screen, mitochondrial fusion inhibitor project, WT and mutant strains, chemical genetic. mitochondrial fusion phenotypic screen. inhibition, % at 10 µM. 2.1% of 190,000 active; in the data active means inhibition above about 58%; tested in S. cerevisiae
b-catenin transl = modulators of beta-catenin nuclear translocation, primary screen, imaging, HeLa cells, immunofluorescence, high-content. nuclear translocation activity, % at 5 µM. AID 1665, 2009. 0.3% of 190,000 active;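 active means nuclear translocation activity above 50% at 5 µM, with a well cell count of 50 or more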;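 further: per-cell ratio of nuclear to cytoplasmic median beta-catenin stain intensity; plate controls were DMSO negative control for no effect and GSK-3 inhibitor IX positive control for full effect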
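Test system: HeLa cells, endogenous beta-catenin; Compound: single 5 µM dose plus 0.02–20 µM confirmation series; Times: compound exposure 24 h at 37°C; Signal: fluorescence imaging of beta-catenin antibody stain plus DAPI; Read-out: % activation, nuclear-to-cytoplasmic median beta-catenin signal ratio per cell.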
Yfh1-depleted yeast = enhancers of respiration in Yfh1-depleted yeast, dose response, Friedreich's ataxia, plus single-dose screen (AID 1465) | one-dose fold induction at 50 µM; EC50 in µM for titrated hits | S. cerevisiae Yfh1-off respiration, WST-1 reduction, 72 h; higher fold induction means a stronger effect | 0.074% of 220,000 active;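 active means fold induction of absorbance versus untreated yeast above a set limit, then at least 30% activation at any dose in follow-up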;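 further: activators that raise dye reduction in frataxin-depleted yeast; strong numbers were not always called active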
M17LAP inhibition = P. falciparum M17LAP inhibitors, primary screen, biochemical, fluorogenic H-Leu-NHMec substrate, 1536-well (AID 1619). one-dose inhibition, % at 30 µM; IC50 in µM for titrated hits. 0.38% of 220,000 active. recombinant M17LAP, H-Leu-NHMec fluorogenic kinetic assay; higher % means a stronger effect;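 active means compound inhibiting the enzyme by more than half at any dose during confirmatory dose-response retesting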;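 further: plate controls were full reaction with DMSO carrier for no effect and no enzyme background for full effect; strong numbers were not always called active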
T cell HTS = modulators of CD8 T cell-vesicle binding, primary screen, mouse 2C CD8+ T cells, flow cytometry; calls only at 7 µM; 0.068% of 330,000 active; 2C CD8+ T cell-vesicle binding; hits give low values;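 active means response, share of CD8 T cells binding vesicles, and their 90th percentile fluorescence all below set limits, cut at about 80% in these data, passing the limit was not always enough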
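Read-out – percent CD8+ FL2 mean versus row control · System – murine 2C transgenic CD8+ T lymphocytes · Times – 1.5 h cell–vesicle binding at 37 °C, then 20 min icy labelling · Control set – naked vesicles low, QL9 vesicles with vehicle high · Detection – cytometric PE anti-B7-1 and Alexa647 anti-CD8 signals after 1% paraformaldehyde fixation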
Autophagy mod = autophagy modulators in MEF cells, primary screen, imaging, high-content, MEF GFP-LC3; AID 463193, 2010; MEF GFP-LC3 puncta imaging; test concentration mostly 10 µM; 0.98% of 190,000 active; calls only at 10 µM (by protocol);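 active means percentage of spot-positive cells more than 3 SD above its plate mean, without a fluorescence outlier flag or 80% toxicity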;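 further: spot-positive cell cutoff set from DMSO-treated cells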
Dynein transport = inhibitors of GR-EGFP nuclear translocation, primary screen, dynein cargo transport inhibitor project, imaging, high-content, 3617.4 mouse cells. test concentration mostly 20 µM; stimulated with dexamethasone, 1 µM; hits give low values. z-score, hits read low. 0.47% of 220,000 active;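 active means plate z-score of nuclear minus cytoplasmic receptor signal below a set negative limit, without overly bright fluorescence or cell loss, cut at about -3.5 in these data, passing the limit was not always enough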;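 further: z-score of nuclear minus cytoplasmic ring GR-EGFP intensity difference per well; some compounds called inactive have numbers as strong as hits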
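Schedule: 48 h induction, then 1 h compound, then 30 min agonist, 37 °C. Buffer or medium: tetracycline-free induction medium containing charcoal-stripped FBS. Reagent: 1.0 µM final dexamethasone stimulus. Evaluation: nuclear versus cytoplasmic GR-EGFP signal, averaged per well. Signal: high-content fluorescence imaging after fixation.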
MT stabilize HCS = microtubule stabilizers in HeLa cells, primary screen, imaging, high-content imaging. HeLa tubulin immunostaining HCS, 24 h; share of cells brighter than vehicle mean+2SD. % tubulin-high responders, % at 10 µM. 0.83% of 200,000 active;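 active means plate Z-score above 3 for both tubulin-high and condensed-nucleus cell shares, with cell loss under 80%, at 10 µM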;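 further: anti alpha tubulin signal scored within the nucleus-defined area of each cell; some results filed as inactive read as strong as hits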
P. falciparum M1AAP = P. falciparum M1AAP inhibitors, biochemical, fluorogenic H-Leu-NHMec substrate, 1536-well (AID 1445). recombinant M1AAP, H-Leu-NHMec fluorogenic kinetic assay; higher % means a stronger effect. one-dose inhibition, % at 30 µM; IC50 in µM for titrated hits. 0.42% of 220,000 active;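 active means primary inhibition above the hit cutoff, then over 50% inhibition at one or more dose response concentrations, cut at about 23% in these data, passing the limit was not always enough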;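 further: plate controls were DMSO full reaction for no effect and no enzyme background for full effect; strong numbers were not always called active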
WT yeast gro inh mutant strain = also measured in WT yeast gro inh; calls as there; inhibition, %; mitochondrial fusion phenotypic screen, mutant strain inhibition
Dynein transport cytoplasmic EGFP = recorded beside Dynein transport, whose call it bears; z-score; measured here: cytoplasmic GR-EGFP intensity; hits give high values
Dynein transport nuclear GR-EGFP = further read-out of Dynein transport, marked with its call; z-score; measured here: nuclear GR-EGFP intensity;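 lower value marks the stronger effect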
Dynein transport cell count = also measured in Dynein transport; calls as there; z-score; measured here: cell count per field
b-catenin transl cell count 5 µM = further read-out of b-catenin transl, marked with its call; cell count; measured here: cell count, cytotoxicity flag
T cell HTS vesicle-bound % = further read-out of T cell HTS, marked with its call; double positive events, %; measured here: CD8+ vesicle-bound cell fraction;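 binding gate set so that unloaded-vesicle control wells show 10% double positive cells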
MT stabilize HCS Hoechst-high % = further read-out of MT stabilize HCS, marked with its call; % Hoechst-high responders; measured here: nuclear condensation Hoechst responders;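 share of cells brighter than vehicle mean plus two SD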
MT stabilize HCS cytotoxicity % = second read-out of MT stabilize HCS, no call of its own (marks repeat the call); toxicity, %; measured here: cytotoxicity by cell density;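 0% = mean cell density of plate MIN control wells and 100% = no cells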
Autophagy mod cell loss 18 h = recorded beside Autophagy mod, whose call it bears; toxicity, %; measured here: cell loss, nuclei count;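 cell loss after 18 h compound exposure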
* = called active by the depositor; i = inactive; . = not tested or not shown.

SMILES | WT yeast gro inh | WT yeast gro inh mutant strain | b-catenin transl | b-catenin transl cell count 5 µM | Yfh1-depleted yeast | M17LAP inhibition | T cell HTS | T cell HTS vesicle-bound % | Autophagy mod | Autophagy mod cell loss 18 h | Dynein transport | Dynein transport cytoplasmic EGFP | Dynein transport nuclear GR-EGFP | Dynein transport cell count | MT stabilize HCS | MT stabilize HCS Hoechst-high % | MT stabilize HCS cytotoxicity % | P. falciparum M1AAP
c1ccc(-c2nccc(-c3ccc4c(c3)OCO4)n2)cc1 | 34.2 | 37.0 | 0.8 | 1101 | i | -7.6% | i | 10.9 | i | -5.7 | 1.76 | -0.347 | 1.21 | -0.761 | 5.4 | 3.4 | 5.6 | -0.3%
CCOC(=O)c1cc2c(ccn2C)n1Cc1ccc(Cl)cc1 | 46.8 | -0.2 | -1.0 | 1501 | i | 2.4% | i | 26.4 | i | 19.4 | -0.359 | -0.243 | -0.18 | 0.302 | 3.5 | 1.0 | 7.5 | 5.2%
C/C(=N\NC(=O)C(=O)Nc1c(C)n(C)n(-c2ccccc2)c1=O)c1ccncc1 | . | . | 2.9 | 1242 | i | 6.8% | i | 30.1 | . | . | -0.175 | -0.208 | 0.229 | 0.237 | . | . | . | 4.4%
O=C(Nc1ccc(NC(=O)c2cccs2)cc1)c1cccnc1 | -13.2 | 8.2 | -1.6 | 1114 | i | -2.5% | i | 26.5 | i | 4.8 | -0.293 | -0.265 | -0.119 | 0.723 | 3.4 | 2.0 | 13.0 | 5.5%
CCc1nnc(NC(=O)c2cc(S(=O)(=O)N(CC)CC)ccc2Cl)s1 | 4.0 | 4.8 | 1.9 | 1068 | i | 5.2% | i | 18.9 | i | 37.0 | -0.478 | -0.213 | 0.0257 | 0.632 | 1.3 | 0.9 | 3.4 | 5.2%
Clc1ccc(CO/N=C/c2cccs2)cc1 | . | . | -0.9 | 1152 | i | 5.3% | i | 24.8 | . | . | -0.725 | -0.298 | -0.607 | 1.18 | . | . | . | 8.5%
Cn1c(=O)c2c(ncn2CC(=O)OCC(=O)Nc2ccc(Cl)cc2Cl)n(C)c1=O | -3.5 | 0.4 | -0.5 | 944 | i | 4.7% | i | 46.4 | i | -6.2 | -0.492 | -0.322 | -0.58 | 0.53 | 4.6 | 2.7 | 6.7 | 1.0%
CCOC(=O)/C(C(N)=NC)=C(\O)c1ccccc1 | -2.0 | -15.9 | 1.7 | 1039 | i | 4.1% | i | 30.7 | i | -0.2 | -0.395 | -0.224 | -0.38 | -0.681 | 2.6 | 1.6 | 5.1 | 0.5%
COC(=O)C1SCC2C(=O)N(Cc3cccc(C)c3)CC(=O)N21 (stereo unspecified) | -2.8 | 6.3 | 0.0 | 1082 | i | 0.1% | i | 54.2 | i | -6.4 | -1.32 | -0.215 | -0.717 | 1.34 | 3.1 | 2.4 | 7.4 | 0.1%
CC1CCCCN1S(=O)(=O)c1ccc(N(C(=O)c2cnccn2)C(C(=O)NC2CCCC2)c2cccs2)cc1 (stereo unspecified) | -7.4 | -5.0 | -1.8 | 1074 | i | 3.2% | i | 9.2 | i | -2.2 | -0.151 | -0.245 | 0.000328 | 0.233 | 1.9 | 2.3 | 5.5 | 14.2%
CC(/C=C/c1ccco1)=N/NC(=O)c1ccccc1Cl | 5.8 | -14.6 | -0.5 | 1315 | i | 9.9% | i | 44.4 | i | 2.5 | -1.8 | -0.151 | -0.318 | 1.25 | 2.5 | 1.4 | 8.2 | 6.1%
CC(=O)c1ncnn1CC(=O)c1ccc(Cl)cc1Cl | 0.1 | -2.0 | 0.8 | 832 | i | -7.5% | i | 6.3 | i | 1.3 | -0.0551 | -0.236 | -0.159 | 0.637 | 2.5 | 1.5 | 5.4 | 1.5%
O=C1c2ccccc2C(=O)N1CCC1=CCCCC1 | -3.9 | 4.0 | . | . | i | -9.7% | i | 52.8 | i | -0.7 | -0.176 | -0.298 | -0.343 | 0.391 | 1.1 | 1.8 | 3.0 | 13.6%
CCCc1cc(=O)[nH]c(SCC(N)=O)n1 | 18.2 | -0.5 | -0.4 | 1119 | i | 5.3% | i | 49.7 | i | 12.2 | -0.715 | -0.19 | -0.0868 | 0.382 | 3.9 | 1.8 | 8.3 | -4.5%
CCOC(=O)c1ccc(NC(=O)C2CCCN(S(=O)(=O)c3cnc[nH]3)C2)cc1 (stereo unspecified) | 10.0 | 2.5 | . | . | i | -0.8% | i | 44.0 | i | -3.5 | 0.228 | -0.188 | 0.224 | 0.28 | 2.4 | 2.3 | 6.9 | 2.9%
COc1ccc(OC)c2c(N3CC(C)OC(C)C3)cc(C(F)(F)F)nc12 (stereo unspecified) | -7.2 | -4.0 | . | . | i | 1.9% | i | 45.0 | i | -11.3 | -0.256 | -0.22 | 0.0266 | 0.238 | 2.4 | 2.8 | 10.8 | 7.0%
CC(C(=O)N1c2ccc(F)cc2CCC1C)N1C(=O)c2ccccc2C1=O (stereo unspecified) | -1.3 | 0.8 | -0.6 | 1003 | i | 2.7% | i | 0.0 | i | -2.6 | 0.251 | -0.186 | 0.503 | 0.832 | 2.8 | 2.3 | 20.1 | -2.6%
COc1cc2c(cc1OC)C(c1cccs1)N(C(=O)c1cccc(S(=O)(=O)N(C)C)c1)CC2 (stereo unspecified) | . | . | 0.1 | 1283 | i | -2.2% | i | 54.5 | . | . | 1.78 | -0.224 | 0.885 | -1.28 | . | . | . | 8.2%
COc1ccc(N=c2scc(-c3ccc(OC)cc3)n2CCO)cc1 | -6.0 | 1.5 | -0.8 | 1141 | i | 1.8% | i | 6.0 | i | 7.6 | -0.455 | -0.261 | -0.194 | 0.187 | 0.9 | 1.6 | 7.2 | 0.3%
CC(Nc1c([N+](=O)[O-])c(=O)oc2ccccc12)C(Cl)c1ccccc1 (stereo unspecified) | 15.6 | 24.6 | -0.2 | 1386 | i | 7.5% | i | 13.5 | i | -27.2 | -2.1 | -0.0636 | -0.646 | -0.361 | 4.6 | 3.5 | 1.7 | 3.4%
COc1ccc(O)c(-c2cc(-c3cccs3)[nH]n2)c1 | 0.9 | 0.8 | -4.3 | 825 | i | 4.7% | i | 51.7 | i | -7.1 | 2.44 | -0.0539 | 1.21 | -2.09 | 3.4 | 1.2 | 10.0 | 6.8%
O=C(CCc1nc2ccccc2c(=O)[nH]1)OCC(=O)c1ccc(C2CCCCC2)cc1 | -4.7 | 0.5 | -0.3 | 561 | i | 5.0% | i | 41.1 | i | -4.7 | 1.69 | 0.565 | 0.753 | -1.15 | 2.1 | 4.5 | 15.5 | -5.3%
COc1cccc(/C(O)=C2/C(=O)C(=O)N(CCN(C)C)C2c2ccc(Br)cc2)c1 (stereo unspecified) | -6.5 | -2.6 | -6.4 | 963 | i | 15.0% | i | 34.4 | i | 10.6 | 0.667 | -0.131 | -0.122 | -0.0583 | 4.9 | 3.0 | 10.0 | 2.8%
Cc1c(C(=O)N2CCC(Cc3ccccc3)CC2)cccc1[N+](=O)[O-] | 22.9 | 1.8 | -0.1 | 1464 | i | -10.2% | i | 25.0 | i | 5.3 | 1.07 | 0.0667 | 0.966 | -1.62 | 2.3 | 2.3 | 9.5 | -1.2%
Cc1ccc2c(c1)c1nnc(SCC(=O)Nc3ccccc3C(F)(F)F)nc1n2CC(=O)O | 2.8 | -4.0 | -2.9 | 1110 | i | 58.5% | i | 56.2 | i | 1.7 | -0.788 | -0.258 | 0.0859 | 0.495 | 3.9 | 2.2 | 5.5 | 18.6µM*
Cc1ccc2cc(C=C(C#N)C#N)c(N3CCCCC3)nc2c1 | -12.6 | 20.8 | . | . | i | 1.2% | i | 7.1 | i | 9.0 | -1.97 | 0.145 | -1.03 | 0.647 | 7.7 | 0.7 | 2.0 | 8.2%
CC(C)CN(C(=O)CN1CCN(c2ccc([N+](=O)[O-])cc2)CC1)c1c(N)n(CC(C)C)c(=O)[nH]c1=O | -1.9 | -11.2 | -0.2 | 1102 | i | 21.7% | i | 30.3 | i | 12.7 | -0.319 | -0.226 | -0.293 | 0.791 | 2.6 | 1.3 | 7.8 | 1.5%
COc1ccccc1NS(=O)(=O)c1cc(NC(C)=O)ccc1N1CCCCC1 | 20.5 | 6.0 | -2.1 | 1155 | i | 5.3% | i | 44.6 | i | 7.4 | 1.27 | -0.327 | 0.828 | -0.346 | 3.2 | 2.9 | 4.1 | -3.0%
O=C(Nc1ccccc1C(=O)OCn1nnc2ccccc2c1=O)c1ccco1 | -16.6 | -12.0 | -0.1 | 1282 | i | 8.0% | i | 65.8 | i | 2.4 | 0.308 | -0.25 | 0.26 | 0.474 | 2.8 | 1.4 | 5.6 | 7.4%
